High-throughput results as filed in PubChem BioAssay.
VHR inh abs – blocks human VHR1 dual specificity phosphatase | recombinant VHR phosphatase, pNPP absorbance | AID 1654 | inhibition, % at 13.3 µM | 290,000 compounds, 0.52% hits | P51452; in the data active = inhibition above about 50%; note: some compounds called inactive have numbers as strong as hits
Target sequence (P51452 whole entry, looked up): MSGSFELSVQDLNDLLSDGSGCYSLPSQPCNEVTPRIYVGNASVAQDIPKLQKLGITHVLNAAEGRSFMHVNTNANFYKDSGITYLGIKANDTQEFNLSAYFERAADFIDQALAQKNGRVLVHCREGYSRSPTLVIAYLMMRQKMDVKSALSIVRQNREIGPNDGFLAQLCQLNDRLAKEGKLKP
SSB-PriA inh – blocks PriA binding to SSB C-terminal tail; AlphaScreen SSBct-PriA binding, biotinylated peptide; inhibition, % at 33 µM; 430,000 compounds, 0.6% hits; in the data active = inhibition mostly above about 37%, no sharp cut-off; inactive = mostly below about 20%;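 note: plate controls were negative control peptide for no effect and reference peptide for full effect; strong numbers were not always called active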
CCHF vOTU inh – CCHFV vOTU protease inhibition. Pep-AMC fluorescence. inhibition, % at 11.5 µM. 370,000 compounds, 0.55% hits; in the data active = inhibition above about 30%; note: 0% = vehicle wells with enzyme and 100% = no enzyme wells
TcdB inh – inhibitors of Clostridioides difficile toxin B glycohydrolase. P18177. TcdB glycohydrolase enzymatic assay, plate reader. inhibition, % at 9.99 µM. 350,000 compounds, 0.24% hits; in the data active = inhibition above about 10%
SARS 3CLpro inh – SARS-CoV 3CLpro protease inhibition. recombinant SARS-CoV 3CLpro, quenched FRET peptide cleavage. 290,000 compounds, 0.14% hits. P0C6X7. inhibition, % at 6 µM; in the data active = inhibition above about 12%
* hit, by the source's call; i = inactive; . = no result given; & = joins results of further samples.

SMILES	VHR inh abs	SSB-PriA inh	CCHF vOTU inh	TcdB inh	SARS 3CLpro inh
CCOC(=O)Cn1c(=O)c2c(nc(Br)n2Cc2ccc(Cl)cc2)n(C)c1=O	13	-6	.	.	.
COc1ccc(C2=CC3=C(Br)C(=O)C(C)(OC(=O)c4ccc(Cl)nc4)C(=O)C3=CO2)cc1 (stereo not drawn)	-8	3	.	.	.
C=CCn1c(SCc2cc(=O)n3ccsc3n2)nc2sc(C)c(C)c2c1=O	19	-9	.	.	.
CCSc1nnc(NC(=O)c2cnccn2)s1	14	-6	.	.	.
COC(=O)C1=C(C(=O)OC)[C@@H]2Nc3ccccc3[C@@]23C[C@@H](C(=O)OC)N(C(=O)c2ccc(Br)cc2)C3=N1	15	-3	.	.	.
Cc1ccc(-c2nnc(CSc3nc(C)nc4sc(C)c(C)c34)o2)cc1	5	-23	.	.	.
Cc1cc(C)nc(N2CCN(c3ncnc4c3cnn4Cc3ccc(Cl)cc3Cl)CC2)n1	28	-8	.	.	.
CCC(c1nnnn1C(C)(C)C)N(Cc1cccs1)Cc1cc2cc(C)c(C)cc2n2nnnc12 (stereo not drawn)	.	-5	.	.	-5
COc1ccc(-c2nnc(SCC(=O)N3CCCC3)o2)cc1OC	.	-24	.	.	-1
Cc1cc(C)c2cc(C#N)c(N3CCCN(S(=O)(=O)c4ccccc4)CC3)nc2c1	.	4	.	.	1
Cc1noc(C)c1CSc1nnc2c(C)cc3ccccc3n12	.	-13	.	.	-7
CC(C)Sc1nnc2n(CCc3ccccc3)c(=O)c3c4c(sc3n12)COC(C)(C)C4	.	-4	.	.	-2
N#C/C(C(=O)N1CCOCC1)=C1/SC=C(c2ccccc2)N1c1ccccc1	.	-4	.	.	5
CN1CCN(c2ccccc2NS(=O)(=O)c2ccc3c(c2)CCN3C(=O)C2CCC2)CC1	.	-12	.	.	7
Cc1cccc2cc(C#N)c(SCCN3CCCCC3)nc12	.	-8	.	.	2
Brc1ccc(-c2nnc(-c3cccnc3)c3conc23)cc1	.	-13	.	.	2
CC(C)CCNC(=O)Cn1c(NCCC(C)C)nc2c1c(=O)n(C)c(=O)n2C	.	-6	.	.	-4
CCOc1ccccc1C(=O)Nc1ccc2nc(N3CCN(c4ncccn4)CC3)cc(C)c2c1	.	-18	.	.	-6
COc1ccc(C(=O)CSc2nc3nc(C)cc(C)c3c(=O)[nH]2)cc1OC	.	-4	.	.	0
C#CCOCCOCCOCCNc1nc(N2CCN(C(=O)[C@H](Cc3cc4ccccc4[nH]3)n3cc([C@@H](N)C(C)CC)nn3)CC2)nc(N2CCN(C(=O)[C@H](CCCCN)n3cc([C@@H](N)CC(C)C)nn3)CC2)n1 (stereo partly drawn)	36	8	.	.	1
CC(Oc1ccc(Cl)cc1Cl)C(=O)Nc1ccc(S(=O)(=O)Nc2cnc3ccccc3n2)cc1 (stereo not drawn)	-11	9	.	.	6
Cc1cc2oc(=O)c(CC(=O)NCCCN(C)C)c(C)c2c2occ(C(C)(C)C)c12	13	10	.	.	-4
CC1CCN(c2c(NCC3CCC(C(=O)NCCCc4ccccc4)CC3)c(=O)c2=O)CC1 (stereo not drawn)	-5	-16	.	.	1
CC12CCC(C(=Nc3ccc(N=C4C(=O)C5(C)CCC4C5(C)C)cc3)C1=O)C2(C)C	16	-7	.	.	-4
Cc1cc(C)c2c(=O)n(CC(=O)NCCCN3CCN(c4ccccc4F)CC3)sc2n1	15	5	.	.	2
Cc1ccc(C=C2C(Cl)=C(Cl)C(Cl)=C2Cl)cc1	-1	13	.	.	2
O=c1c2[nH]c3ccc(Br)cc3c2ncn1Cc1ccncc1	5	6	.	.	4
COC(=O)c1ccc(C(NC(=O)OCc2ccccc2)/C(F)=C/[C@@H](C)C(=O)NCc2ccc(-c3ccccc3)cc2)cc1 (stereo partly drawn)	16	-2	.	.	1
O=C(OCCN1C(=O)c2cccc3c(N4CCOCC4)ccc(c23)C1=O)c1cc(Cl)cc(Cl)c1	-6	-23	.	.	-2
CC1(C)C(=O)C=C[C@]2(C)[C@H]3CC[C@@]4(C)[C@H](c5ccoc5)OC(=O)[C@H]5O[C@]54[C@]3(C)[C@H](O)C[C@@H]12	9	-7	.	.	4
O=C(O)c1cccc(C(=O)O)n1	10	-26	.	.	3
CNC(=O)c1c(NC(=O)c2cc(-c3cc(C)c(C)cc3O)n[nH]2)sc2c1CCCC2	4	-12	.	.	2
COCCN1C=C(C(=O)OC)C(c2cc3c(cc2Br)OCO3)C(C(=O)OC)=C1	-17	1	.	.	-7
CCCC[C@@H]1C[C@H]1[C@@H](NC(=O)c1cccs1)c1ccc(Cl)cc1	-18	-26	.	.	4
O=C(Nc1cccnc1Oc1ncnc2cc(Cl)ccc12)c1ccc(F)cc1	27	1	.	.	4
COc1cc(/C=C/[N+](=O)[O-])ccc1OCc1cccc(C(=O)O)c1	15	-2	.	.	4
Cc1cccc2cc(COC(=O)c3cccc([N+](=O)[O-])c3)c(=O)[nH]c12	5	-1	.	.	2
Cc1c(N=C2NC(=O)/C(=C/c3cccc([N+](=O)[O-])c3)S2)c(=O)n(-c2ccccc2)n1C	3	-4	.	.	3
OC1(Cc2ccn[nH]2)CCCCC1	14	-13	.	.	1
Cn1ccnc1SCC(=O)Nc1ccc2nc(SCC(=O)NC3CC3)sc2c1	23	-10	.	.	-5

Taken from above.
CN1CCN(c2ccccc2NS(=O)(=O)c2ccc3c(c2)CCN3C(=O)C2CCC2)CC1 in SARS 3CLpro inh is entered as 7
CC1CCN(c2c(NCC3CCC(C(=O)NCCCc4ccccc4)CC3)c(=O)c2=O)CC1 (stereo not drawn) in SARS 3CLpro inh is entered as 1

Other compounds
SMILES	VHR inh abs	SSB-PriA inh	CCHF vOTU inh	TcdB inh	SARS 3CLpro inh
O=c1c2ccccc2c(C=Nc2ccc(O)cc2)c(O)n1-c1nccs1	22	4	.	.	-6
COc1ccc(C2=NN(C(=O)c3ccco3)C(c3cc4ccccc4nc3Cl)C2)cc1 (stereo not drawn)	19	-13	.	.	-2
COc1cccc(C(=O)Oc2ccc3ccc(O)cc3c2)c1	4	-8	.	.	5
Cc1[nH]c2c(Cl)cccc2c1CCN	-2	8	.	.	-5
O=[N+]([O-])c1cccc(-c2n[nH]c(=S)n2-c2ccccc2)c1	18	-1	.	.	1
COc1cc2c(cc1OC)CN(C(=O)CSc1nc3[nH]ncc3c(=O)n1-c1ccccc1)CC2	15	0&-1&5	.	.	-3
O=C(Nc1ccc(S(=O)(=O)N2CCOCC2)cc1)c1ccc(CN2CCc3ccccc3C2)cc1	16	1	.	.	1
Clc1ccc2[nH]c3c(N4CCC5(CC4)OCCO5)ncnc3c2c1	24	-3	.	.	-1
CC1CCC2(CC1)NC(=O)N(Cc1cc(=O)n3ccsc3n1)C2=O (stereo not drawn)	-4	-3	.	.	5
CCCCCCCC1=CC2=CC(=O)C(C)(OC(C)=O)C(=O)C2=CN1CCc1ccccc1 (stereo not drawn)	-4	-3	.	.	-3
CCCOc1ncnc2c1[nH]c1ccc(C)cc12	16	-4	.	.	4
Cc1nnc2ccc(-c3ccc(NC(=O)c4ccc(Cl)nc4)cc3)nn12	13	-4	.	.	1
Cc1ccc(N(Cc2cc3ccc(C)cc3[nH]c2=O)C(=O)c2cccs2)cc1	26	-7	.	.	1
Cc1ccc(NS(=O)(=O)c2cccc(C(=O)Nc3c(C)n(C)n(-c4ccccc4)c3=O)c2)cc1	6	7	.	.	-1
O=C(CSc1nc2[nH]ncc2c(=O)n1-c1ccccc1)N1CCCc2ccccc21	16	5	.	.	-4
NC(CCCCCP(=O)(c1ccccc1)c1ccccc1)C(=O)O (stereo not drawn)	-1	-6	.	.	2
Cc1oc2c(c1C(=O)NCc1cccnc1)C(=O)c1ccccc1C2=O	-11	1	.	.	4
CC(=O)c1c2c3c(cccc3n(C)c1=O)C(=O)c1ccccc1-2	54*	3	.	.	-2
COCCN1C(=O)N[C@@H](CCc2ccccc2)C(C(C)=O)=C1C	20	-8	.	.	-1
Cc1nc2c(c(=O)[nH]1)C(c1ccccc1Cl)c1c(c3ccccc3oc1=O)O2 (stereo not drawn)	-4	-4	.	.	3
Cc1nc2c(c(=O)[nH]1)C(c1ccc([N+](=O)[O-])cc1)c1c(c3ccccc3oc1=O)O2 (stereo not drawn)	19	0	.	.	4
CCCCCCn1c(O)c(C=NC2CCCCC2N)c(=O)[nH]c1=O (stereo not drawn)	-6	-1	.	.	1
O=c1c2ccccc2oc2nc(-c3cccs3)n(CCc3ccccc3)c(=O)c12	8	-3	.	.	-2
O=C(CN1CCN(C(=O)c2ccco2)CC1)N1CCc2[nH]c3ccccc3c2C1	13	2	.	.	-2
Cc1ccc(-n2nc3c(c2NC(=O)c2c(-c4ccccc4Cl)noc2C)CSC3)cc1	-19	-2	.	.	3
Cn1c(=O)c2c(ncn2CC(=O)N/N=C/C=C/c2ccccc2[N+](=O)[O-])n(C)c1=O	9	i	.	.	1
CCCNC(=O)c1c(N)n(Cc2ccco2)c2nc3ccccc3nc12	15	-2	.	.	0
COc1cc2c(cc1OC)-c1c(OC)c(OC)c(OC)c3ccnc(c13)C2=O	4	-9	.	.	-5
CCOc1ccccc1-n1c(SCC(=O)Nc2ccc(CC)cc2)nc2n[nH]c(C)c2c1=N	15	-6	.	.	0
Cc1cccc2cc(C(c3nnnn3CC3CCCO3)N3CCc4ccccc4C3)c(=O)[nH]c12 (stereo not drawn)	22	13	.	.	1
CC(=O)NS(=O)(=O)c1ccc(NC(=O)c2oc3c(Cl)cccc3c2C)cc1	18	-11	.	.	-1
COC(=O)c1ccc(CSc2ccc3nnc(-c4ccc(OC)cc4)n3n2)o1	4	-8	.	.	1
CCOc1ccc(N2C(=O)/C(=C/c3ccccn3)SC2=S)cc1	12	-4	.	.	-1
Cc1nnc(NC(=O)CSc2ccc(-c3ccccn3)nn2)s1	-10	56*	.	.	3
CCOC(=O)C1=C(CSc2nc(C)cc(C)c2C#N)OC(N)=C(C#N)C1c1cccs1 (stereo not drawn)	20	5	.	.	-5
Cc1cc(Nc2c(C)n(C)n(-c3ccccc3)c2=O)n2c(nc3cc(F)c(F)cc32)c1C#N	19	-6	.	.	-4
O=C(NCc1ccccc1Cl)C1CCN(C(=O)c2ccco2)CC1	7	4	.	.	-2
Cn1c(=NC(=O)COc2ccccc2)sc2cc(F)cc(F)c21	4	0	.	.	-4
O=C1Nc2ccccc2N2CCCC12 (stereo not drawn)	6	27	.	.	8
CCOC(=O)N1CCC(NC(=O)C2CCN(S(=O)(=O)c3cccc4cccnc34)CC2)CC1	-2	-8	.	.	3
O=[N+]([O-])c1cccc(-c2nnc3ccccn23)c1	-4	-11	.	.	1
COc1ccc(Cn2c(C3CCCCC3)nc3c(c(=O)c4ccccc4n3C)c2=O)cc1	54*	-5	.	.	-4
COC1=CC(=O)OC(c2cccc(OC)c2)C1 (stereo not drawn)	.	.	-1	0.1	.
COC(=O)[C@]12C[C@H](CC(=O)NCc3cccc4ccccc34)C(=O)N(CCC3=CCCCC3)C1=C[C@H](C(C)(C)C)O[C@@H]2C	.	.	19	1.7	.
COc1ccc(C2CC(=O)C(c3ccc(C#N)cc3)=CN2Cc2ccccc2)cc1 (stereo not drawn)	.	.	-10	0.9	.
O=C(NC1CCCCC1)N1Cc2cc(Br)ccc2-n2nncc2C1	.	.	-2	2.3	.
CSCCC(C(=O)Nc1c(C)cccc1C)n1c(-c2ccc(C(F)(F)F)cc2)nc2ccccc21 (stereo not drawn)	.	.	6	2.1	.
CC(C)OC(=O)C1C(c2ccc(I)cc2)CC2CCC1N2C (stereo not drawn)	.	.	4	0.5	.
Cc1ccccc1CN1C(=O)CN(S(C)(=O)=O)CC1(C)C(=O)NC(C)C (stereo not drawn)	.	.	-5	2.5	.
CCCCNC(=O)c1nc(-c2ccncc2)oc1-c1ccc(OC(F)(F)F)cc1	.	.	12	0.2	.
C[C@@H]1CN([C@@H](C)CO)C(=O)CCCn2cc(nn2)CO[C@H]1CN(C)C(=O)Nc1ccc(N2CCN(C)CC2)cc1	.	.	-1	-2.0&0.0	.
COc1ccc(NC(=O)N(C)C[C@@H]2OCCCC[C@@H](C)Oc3ccc(NS(C)(=O)=O)cc3C(=O)N([C@H](C)CO)C[C@@H]2C)cc1	.	.	2	-0.9&2.8	.
COC(=O)c1cc2c(c3c4cc(C)ccc4n(S(=O)(=O)c4ccc(C)cc4)c13)C(=O)N(Cc1ccccc1OC)C2	.	.	-9	2.1	.
Cc1ccc(C(=O)N2CCC[C@@H]2C(=O)N2CCC[C@H]2C(=O)NCc2ccccc2)cc1C	.	.	-3	-0.1	.

Reformatted field by field: part of the list above
CSCCC(C(=O)Nc1c(C)cccc1C)n1c(-c2ccc(C(F)(F)F)cc2)nc2ccccc21 (stereo not drawn)
  VHR inh abs: .; SSB-PriA inh: .; CCHF vOTU inh: 6; TcdB inh: 2.1; SARS 3CLpro inh: .

CC(C)OC(=O)C1C(c2ccc(I)cc2)CC2CCC1N2C (stereo not drawn)
  VHR inh abs: .; SSB-PriA inh: .; CCHF vOTU inh: 4; TcdB inh: 0.5; SARS 3CLpro inh: .

Cc1ccccc1CN1C(=O)CN(S(C)(=O)=O)CC1(C)C(=O)NC(C)C (stereo not drawn)
  VHR inh abs: .; SSB-PriA inh: .; CCHF vOTU inh: -5; TcdB inh: 2.5; SARS 3CLpro inh: .

CCCCNC(=O)c1nc(-c2ccncc2)oc1-c1ccc(OC(F)(F)F)cc1
  VHR inh abs: .; SSB-PriA inh: .; CCHF vOTU inh: 12; TcdB inh: 0.2; SARS 3CLpro inh: .

This is a subset. The share of hits here may be higher or lower than overall.
